bIAP inhibitor: bovine intestinal alkaline phosphatase inhibitors, primary screen, selectivity assay for TNAP inhibitor project, biochemical, bovine IAP, CDP-star luminescence | alkaline phosphatase, intestinal [Bos taurus] | purified bovine IAP, 30 min | inhibition, % at 20 µM | 190,000 tested, under 10 active | AID 1019, 2008;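 active = over 50% inhibition of intestinal alkaline phosphatase at 20 µM in the single-dose screen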
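System: Purified bovine intestinal alkaline phosphatase (IAP) enzyme | Input: IAP diluted 1/65,000,000 in the well | Also added: CDP-star chemiluminescent phosphatase substrate, 30 µM final | Dosing: 20 µM single dose | Times: Enzyme reaction for 30 min at room temperature | Detection: Luminescence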
bIAP act: bovine intestinal alkaline phosphatase activators, primary screen, biochemical, bovine IAP, CDP-star luminescence; purified bovine IAP, 30 min; active compounds read high; fold of DMSO-control signal, blank-subtracted; activation factor at 20 µM; actives 0.17% (n = 200,000);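 active = activation factor of 2 or more at 20 µM, a signal rise over negative controls twice the positive control's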
PMI act: activators of human PMI, primary screen, biochemical, fluorescence intensity, near-Km mannose 6-phosphate. activation factor at 20 µM. actives 0.005% (n = 190,000). purified human PMI, coupled resazurin fluorescence, 20 min; active compounds read high; 1 = vehicle control, 0 substrate-free wells;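 active = activation factor of 2 or more at 20 µM, relative to plate controls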
Target sequence (P34949 whole entry, looked up): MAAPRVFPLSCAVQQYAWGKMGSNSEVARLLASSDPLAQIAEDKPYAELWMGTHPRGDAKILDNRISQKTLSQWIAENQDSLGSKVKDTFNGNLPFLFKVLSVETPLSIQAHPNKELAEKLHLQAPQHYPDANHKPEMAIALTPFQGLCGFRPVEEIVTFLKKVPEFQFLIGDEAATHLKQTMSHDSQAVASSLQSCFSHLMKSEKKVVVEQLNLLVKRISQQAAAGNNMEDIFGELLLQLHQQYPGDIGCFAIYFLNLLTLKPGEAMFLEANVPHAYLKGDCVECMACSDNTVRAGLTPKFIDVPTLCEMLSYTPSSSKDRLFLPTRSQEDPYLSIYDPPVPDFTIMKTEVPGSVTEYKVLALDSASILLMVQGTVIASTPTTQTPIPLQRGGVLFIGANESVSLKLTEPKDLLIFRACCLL
TNAP act hiacc: TNAP activators at high phosphate acceptor level, primary screen, biochemical, luminescence, uHTS | purified TNAP, CDP-star luminescence, 1 M DEA, 30 min; active compounds read high; 0 = EDTA background, 1 = DMSO-only activity | Alkaline phosphatase, tissue-nonspecific isozyme (Homo sapiens), P05186 | AID 1136, 2008 | activation factor at 20 µM | 200,000 tested, under 10 active;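 active = activation factor at least 2 at 20 µM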
Target sequence (P05186 whole entry, looked up): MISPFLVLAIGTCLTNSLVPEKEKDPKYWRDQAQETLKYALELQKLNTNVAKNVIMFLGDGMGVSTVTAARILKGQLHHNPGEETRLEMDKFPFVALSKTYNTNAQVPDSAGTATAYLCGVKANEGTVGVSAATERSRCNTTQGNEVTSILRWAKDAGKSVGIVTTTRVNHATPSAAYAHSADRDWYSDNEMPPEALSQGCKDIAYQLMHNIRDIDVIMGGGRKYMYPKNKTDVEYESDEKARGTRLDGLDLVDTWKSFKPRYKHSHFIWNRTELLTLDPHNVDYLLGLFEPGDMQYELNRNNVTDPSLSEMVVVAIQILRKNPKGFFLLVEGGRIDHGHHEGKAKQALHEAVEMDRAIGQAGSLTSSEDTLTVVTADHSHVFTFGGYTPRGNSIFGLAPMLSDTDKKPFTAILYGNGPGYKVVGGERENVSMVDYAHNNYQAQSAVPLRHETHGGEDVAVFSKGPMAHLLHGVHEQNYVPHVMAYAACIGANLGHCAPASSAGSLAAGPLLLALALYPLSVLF
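Dosing: 20 µM single point. System: human TNAP. Amount: TNAP 1/800 final. Incubation: 30 min, room temperature. Read-out: TNAP activation factor scaled between EDTA and DMSO control wells. Signal: luminescence from CDP-star hydrolysis. Medium: 1 M DEA, pH 9.8, Mg2+, Zn2+. Control set: EDTA negative control, DMSO positive control.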
Diaph inh CS: diaphorase inhibitors and chemical oxidizers, primary screen, counter-screen for diaphorase-coupled primary assays, biochemical, uHTS, resorufin fluorescence; diaphorase resazurin-to-resorufin fluorescence, NADH, 16 min; bacterial (C. kluyveri) enzyme, not human; inhibition, % at 20 µM; actives 0.69% (n = 190,000);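 active = primary screen inhibition at 20 µM above a set limit, cut at about 50% in these data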;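 also: plate controls were DMSO with full reaction for no effect and wells lacking NADH for full effect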
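System: Diaphorase enzyme from Clostridium kluyveri | Amount: Enzyme working solution with 0.14 U/mL diaphorase | Benchmarks: No-NADH positive control and DMSO neutral control | Signal: Fluorescence of resorufin formed from resazurin, Ex 544/Em 590 nm | Schedule: 16-min room-temperature incubation before reading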
L major viab: Leishmania major promastigote growth inhibition, primary screen. Leishmania major promastigotes, resazurin fluorescence viability. inhibition, % at 10 µM. actives 9% (n = 200,000). AID 1063, 2008; in the data active = inhibition above about 50%;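 also: promastigotes grown with compound for 44 hours at 28 °C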
Diaph act CS: compounds boosting diaphorase resazurin reduction – biochemical, uHTS, resorufin fluorescence, counter-screen for diaphorase-coupled primary assays, primary screen; Diaphorase/resazurin coupled assay, 16 min; active compounds read high; 1 = vehicle wells, 0 = NADH-free wells; activation factor at 20 µM; actives 0.005% (n = 190,000); AID 1229, 2008;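 active = diaphorase activity raised at least twofold by the compound at 20 µM; inactive = activation factor below 2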
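System – purified diaphorase enzyme from Clostridium kluyveri · Input – enzyme 0.07 U/mL final · Also added – final NADH 0.114 mM, resazurin 0.1 mM · Measured by – fluorescence of resorufin, 544 nm excitation, 590 nm emission · Timing – 16 min enzyme reaction, ambient temperature · Measure – resorufin increase flagging diaphorase activators or reducers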
TNAP inh no acc: human TNAP enzyme inhibitors, primary screen, biochemical, luminescent, no phosphate acceptor, uHTS; Alkaline phosphatase, tissue-nonspecific isozyme (Homo sapiens), P05186; purified TNAP, CDP-star luminescence, 30 min; inhibition, % at 20 µM; actives 0.26% (n = 200,000); AID 1012, 2008;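 active = tissue-nonspecific alkaline phosphatase inhibition above about 50% at 20 µM in the single-dose screen, limit read from the data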;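 also: 0% = DMSO negative control and 100% = EDTA positive control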
PMI act hi M6P: human PMI activators, high substrate, primary screen, biochemical, fluorescence intensity, near-saturating mannose 6-phosphate; coupled PMI enzyme assay, resazurin fluorescence, 20 min; active compounds read high; 1 = untreated enzyme, 0 = substrate-free blank; activation factor at 20 µM; actives 0.34% (n = 190,000);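 active = activation factor of 2 or more at 20 µM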
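Test system – human PMI in coupled enzyme assay · Timing – 20 min incubation at room temperature · Detection – Diaphorase-driven resazurin-to-resorufin fluorescence, excitation 544, emission 590 nm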
TNAP inh hi DEA: human TNAP enzyme inhibitors, primary screen, biochemical, luminescent, high phosphate acceptor level, uHTS. actives 0.03% (n = 200,000). Alkaline phosphatase, tissue-nonspecific isozyme (Homo sapiens), P05186. purified TNAP, CDP-star luminescence, 1 M DEA. inhibition, % at 20 µM;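 active = over 50% inhibition of tissue-nonspecific alkaline phosphatase at 20 µM in the single-dose screen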;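 also: plate controls were DMSO wells for no effect and EDTA-quenched wells as full inhibition for full effect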
The depositor's hits bear a star; . = no result given.

Start of the listing, in advance, 4 compounds:
The line under a structure holds: bIAP inhibitor, bIAP act, PMI act, TNAP act hiacc, Diaph inh CS, L major viab, Diaph act CS, TNAP inh no acc, PMI act hi M6P, TNAP inh hi DEA
Cc1cc(C)c(N=Cc2c(O)n(-c3nccs3)c(=O)c3ccccc23)c(C)c1
    3, 1, 0.8, 1, 22, 9, 0.8, 6, 0.8, -3
O=C(CCl)Nc1cccc(Oc2ccccc2)c1
    6, 0.9, 1.1, 1.1, 13, 98*, 0.9, -13, 1, -7
COc1cccc(NC(=O)CSc2nnc(-c3ccoc3C)n2-c2ccccc2)c1
    2, 1, 1, 1, 20, 10, 0.8, 1, 0.9, -4
Nc1cnn(C2CCCO2)c(=O)n1 (centres undefined)
    -28, 1.3, 1.1, 1, 0, -9, 1, -8, 1.1, -2

The list itself, previewed entries included:
The line under a structure holds: bIAP inhibitor, bIAP act, PMI act, TNAP act hiacc, Diaph inh CS, L major viab, Diaph act CS, TNAP inh no acc, PMI act hi M6P, TNAP inh hi DEA
Cc1cc(C)c(N=Cc2c(O)n(-c3nccs3)c(=O)c3ccccc23)c(C)c1
    3, 1, 0.8, 1, 22, 9, 0.8, 6, 0.8, -3
O=C(CCl)Nc1cccc(Oc2ccccc2)c1
    6, 0.9, 1.1, 1.1, 13, 98*, 0.9, -13, 1, -7
COc1cccc(NC(=O)CSc2nnc(-c3ccoc3C)n2-c2ccccc2)c1
    2, 1, 1, 1, 20, 10, 0.8, 1, 0.9, -4
Nc1cnn(C2CCCO2)c(=O)n1 (centres undefined)
    -28, 1.3, 1.1, 1, 0, -9, 1, -8, 1.1, -2
O=C(COC(=O)c1ccccc1C(=O)c1ccccc1)NCCc1ccc(Cl)cc1Cl
    7, 0.9, 0.9, 1, 15, 7, 0.9, -21, 1, -2
CS(=O)(=O)c1ccc(C(=O)Nc2cc(S(C)(=O)=O)ccc2Cl)cc1
    2, 1, 0.9, 1, 18, -4, 0.8, -11, 1, -2
Nc1ccc(N2CCCCC2)c(Cl)c1
    8, 0.9, 0.9, 1, 17, 1, 0.8, -1, 1, 1
CCc1ccc(NC(=O)CCn2cccc2)cc1
    5, 0.9, 0.9, 1, 18, -5, 0.8, -2, 1, 1
COc1ccc(NC(=S)NC2CCCCCC2)c(OC)c1
    -1, 1, 1, 1, 17, 77*, 0.8, 0, 1, -4
CNc1oc(-c2ccc(C)cc2)nc1P(=O)(c1ccccc1)c1ccccc1
    0, 1, 0.8, 1, 12, 22, 0.9, -4, 0.9, -5
O=C(Nc1ccccc1)Nc1ccc(S(=O)(=O)N2CCCCC2)cc1
    17, 0.8, 0.9, 1.1, 16, 82*, 0.8, -25, 0.9, -5
Cc1ccc(Nc2nc(N)nc(CN3CCN(C)CC3)n2)cc1
    -10, 1.1, 1, 1, -4, 0, 1, -6, 1, -3
Cn1c(=O)c([N+](=O)[O-])c(NCC(O)c2ccccc2)c2ccccc21 (centres undefined)
    -3, 1, 0.8, 1, 26, 5, 0.7, -14, 0.8, -2
S=c1[nH]nc(-c2ccco2)n1/N=C/c1ccc(Cl)c(Cl)c1
    14, 0.9, 0.9, 1, 25, -7, 0.7, 58*, 0.9, 5
CCn1cc(C(=O)NCc2ccccc2OC)c(=O)c2ccc(C)nc21
    7, 0.9, 0.9, 1, 24, ., 0.8, -7, 0.8, -2
O=C(NCCc1ccccc1)c1ccnc(/C=N/O)c1
    -15, 1.1, 0.9, 1, -2, -1, 1, 3, 1, -1
Nc1c(C(=O)NC2CC2)c2nc3ccccc3nc2n1-c1ccc2c(c1)OCO2
    -1, 1, 0.9, 1, 66*, 97*, 0.3, -16, 0.5, -4
CCc1c(C)sc(NC(=O)c2cc(-c3cc(OC)ccc3OC)on2)c1C#N
    -5, 1.1, 1, 1, -13, 0, 1.1, -15, 1.1, -4
CCOC(=O)c1ccccc1NC(=O)c1n[nH]c(=O)c2ccccc12
    8, 0.9, 1.1, 1, 0, -6, 1, -3, 1, 0
O=C(Nc1nnc(C2CC2)s1)C1COc2ccccc2O1 (centres undefined)
    -2, 1, 1, 1, 11, -1, 0.9, -10, 1, -3
CCN(CC)c1ccc(NC(=O)Cn2c(C(C)NC(=O)c3ccccc3)nc3ccccc32)cc1 (centres undefined)
    1, 1, 0.9, 1.6, 0, 3, 1, -493, 1, -55
COc1ccc(CCNC(=O)Cn2nnc(-c3cccc(OC)c3OC)n2)cc1OC
    0, 1, 1.1, 1.1, 10, 0, 0.9, -2, 1.1, -9
Cc1ccc(NC(=O)c2sc(N)nc2-c2ccccc2)cc1C
    8, 0.9, 0.9, 1, 10, 17, 0.9, -4, 0.9, 0
CN1CCN(S(=O)(=O)c2cccc(C(=O)Nc3nc(-c4ccccc4)cs3)c2)CC1
    -8, 1.1, 0.9, 1, 5, 45, 0.9, -6, 0.9, 0
NC(=O)C1CCN(C(=O)COc2ccc(S(=O)(=O)NCc3ccccc3)cc2Cl)CC1
    9, 0.9, 1.1, 1.1, 9, -4, 0.9, -12, 1, -5
CCOc1ccc(C2c3c(oc4ccccc4c3=O)C(=O)N2c2ccc(C)cn2)cc1OC (centres undefined)
    18, 0.8, 0.8, 1, 18, 80*, 0.8, -3, 0.9, -2
Cc1ccc2nc(/C(C#N)=C\c3ccc(N4CCOCC4)o3)[nH]c2c1
    2, 1, 0.7, 1, 36, 26, 0.6, -27, 0.4, 3
CCN(CC(=O)Nc1ccc(OC)c(Cl)c1)CC(=O)NC(C)C
    5, 0.9, 0.9, 1, 5, -6, 1, -9, 1, -1
NS(=O)(=O)c1ccc(NC(=O)CN2CCCCC2)cc1
    14, 0.9, 0.9, 1, 21, -1, 0.8, -7, 0.8, -4
O=C1c2ccccc2NC(c2ccccc2)N1c1ccc(O)cc1 (centres undefined)
    11, 0.9, 1, 1.1, 18, 6, 0.8, -9, 0.9, -9
COc1cc(C)c(C)cc1S(=O)(=O)N1CCN(Cc2ccccc2)CC1
    -1, 1, 1, 1, 12, -4, 0.9, -7, 0.9, -2
Cn1nnnc1SCc1cc(=O)n2ccsc2n1
    2, 1, 1.2, 1, 3, 4, 1, 4, 1, -3
CCCCc1ccc(NC(=S)N2CCCC(CO)C2)cc1 (centres undefined)
    5, 0.9, 1.1, 0.9, -4, -5, 1, -9, 1.2, 9
CC1CCCCN1C(=O)CN1CCC(c2nc3ccc(Cl)cc3[nH]2)CC1 (centres undefined)
    -4, 1, 1, 1.1, 10, 3, 0.9, -14, 1, -6
COc1ccc(OC)c(CNc2ccc([N+](=O)[O-])cc2C)c1
    26, 0.7, 1, 0.9, 12, 3, 0.9, -6, 0.9, 7
CCCn1c(-c2ccc(F)cc2)n[nH]c1=S
    20, 0.8, 1.1, 1, 3, -9, 1, 30, 1.1, -4
CC1=C(CCN2CCN(C3CCCC3)C(CCO)C2)C(C)(C)CCC1 (centres undefined)
    -7, 1.1, 0.8, 1, 2, 83*, 1, -6, 0.9, -5
O=C(COc1ccccc1)N(Cc1ccccc1)c1nc(-c2ccccc2)cs1
    44, 0.6, 1, 1, 12, 3, 0.9, -8, 0.9, -5
COc1ccc(C2C(C(=O)c3ccccc3)=C(C)Nc3nc4ccccc4n32)c(OC)c1 (centres undefined)
    15, 0.8, 1, 1, 20, 87*, 0.8, -5, 1, -2
Cn1c(N)c(C(=O)CN2CCc3ccccc3C2)c(=O)n(C)c1=O
    -18, 1.2, 1, 1, 6, -9, 0.9, -7, 0.9, -5
COC(=O)c1sccc1NC(=O)Nc1cc(C)ccc1C
    -2, 1, 1.1, 1, -3, -2, 1, -2, 1, 4
COc1cccc(NC(=O)C(Sc2nnc(-c3ccncc3)n2-c2ccc(Cl)cc2)c2ccccc2)c1 (centres undefined)
    15, 0.9, 0.8, 1, 28, 53*, 0.7, -2, 0.8, -2
CCOc1ccc2nc(SCCNS(=O)(=O)c3ccccc3)sc2c1
    2, 1, 0.9, 1, 8, -1, 0.9, -81, 1, 2
O=C(NCc1nnc(SCC(=O)N2CCCC2)o1)c1ccccc1F
    4, 1, 1, 1, 4, -2, 1, -10, 1, -3
COc1ccccc1NC(=O)C1(C)Cc2ccccc2C(=O)O1 (centres undefined)
    9, 0.9, 0.8, 1, 23, -9, 0.8, -6, 0.9, 0
FC(F)Oc1ccc(NC(=S)NCC2COc3ccccc3O2)cc1 (centres undefined)
    24, 0.8, 0.9, 1, 11, -2, 0.9, 28, 1, -2
COc1cccc(CC2(CO)CCN(Cc3cccn3-c3cccnc3)CC2)c1
    -4, 1, 1, 1, 9, -4, 0.9, -1, 1, 0

From PubChem BioAssay
